# From PubChem BioAssay
# ADAM17 inh = inhibits human ADAM17. P78536. recombinant ADAM17, EDANS/DABCYL FRET peptide cleavage. inhibition, % at 6.95 µM. 0.83% of 370,000 active. AID 720648;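 active = inhibition above the mean of compounds lying between control limits plus 3 SD, set per campaign, cut at about 8.5% in these data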;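 note: 0% = DMSO-only wells as the low control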
# PLCg1 inh = blocks human PLC-gamma1 enzyme activity; AID 720700; purified PLC-gamma1, fluorogenic substrate, fluorescence; 0.84% of 370,000 active; inhibition, % at 12.2 µM; P19174; in the data active = inhibition above about 9.5%
# PLCb3 inh = blocks human PLC-beta3 enzyme activity. inhibition, % at 12.2 µM. Q01970. Purified PLC-beta3, fluorogenic substrate, fluorescence. 0.18% of 370,000 active; in the data active = inhibition above about 11%;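 note: 0% = median of compound wells on plate and 100% = full blocker control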
# MBD2 DNA inh = inhibitors of human MBD2 binding to methylated oligonucleotide | Q9UBB5 | TR-FRET | inhibition, % at 4.4 µM | 0.31% of 370,000 active; in the data active = inhibition above about 13%
# ARFGAP1 inh = inhibitors of rat ARFGAP1; Arfgap1-stimulated ARF1 GTP hydrolysis, GDP FP detection; inhibition, % at 16.5 µM; 0.26% of 360,000 active;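 active = inhibition above a per-plate limit, mean inhibition of low control wells plus 3 SD, cut at about 25% in these data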;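 note: 0% = DMSO wells with enzyme and 100% = wells lacking Arfgap1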
#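 System: truncated rat Arfgap1 GAP domain / Medium: HEPES-based buffer, pH 7.5 / Also added: N-terminally truncated human ARF1-GTP substrate / Incubation: enzyme reaction 120 min at 25 °C after 20 min preincubation / Measured by: FP of antibody-bound GDP Alexa 633 tracer, ex 620/em 688 nm / Replicates: singlicate, each compound tested once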
# UHRF1 binding = blocks human UHRF1 binding to methylated DNA; 0.75% of 370,000 active; inhibition, % at 4.4 µM; UHRF1 binding to methylated oligo, TR-FRET; in the data active = inhibition above about 21%;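 note: UHRF1 SRA domain binding a hemimethylated CpG hairpin DNA probe; 0% = median of test compound wells and 100% = reference inhibitor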
# Target sequence (Q96T88 whole entry, looked up, the tested form may be a part): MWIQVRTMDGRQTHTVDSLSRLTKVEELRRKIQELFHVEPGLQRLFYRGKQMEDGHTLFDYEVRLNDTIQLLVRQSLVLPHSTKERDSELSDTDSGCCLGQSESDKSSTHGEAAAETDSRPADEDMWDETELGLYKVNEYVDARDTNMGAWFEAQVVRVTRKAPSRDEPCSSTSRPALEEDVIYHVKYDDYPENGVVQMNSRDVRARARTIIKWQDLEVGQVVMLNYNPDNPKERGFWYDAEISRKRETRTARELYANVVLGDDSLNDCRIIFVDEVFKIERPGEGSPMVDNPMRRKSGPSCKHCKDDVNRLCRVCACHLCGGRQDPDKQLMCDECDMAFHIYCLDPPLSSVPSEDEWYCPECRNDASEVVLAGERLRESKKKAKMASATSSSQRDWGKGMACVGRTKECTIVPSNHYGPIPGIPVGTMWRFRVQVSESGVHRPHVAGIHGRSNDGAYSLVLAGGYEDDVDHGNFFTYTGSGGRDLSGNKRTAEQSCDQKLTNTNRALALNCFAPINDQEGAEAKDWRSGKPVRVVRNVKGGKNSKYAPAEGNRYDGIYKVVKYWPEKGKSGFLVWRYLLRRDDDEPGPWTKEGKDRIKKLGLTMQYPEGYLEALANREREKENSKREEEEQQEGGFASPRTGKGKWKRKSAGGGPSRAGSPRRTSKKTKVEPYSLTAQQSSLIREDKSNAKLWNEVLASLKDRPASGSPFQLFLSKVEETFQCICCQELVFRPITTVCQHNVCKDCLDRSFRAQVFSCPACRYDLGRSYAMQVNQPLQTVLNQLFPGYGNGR
# DDE Tn7 FP inh = disrupts Tn7 cyclic peptide binding to fibrin D-Dimer-E complex. 0.13% of 370,000 active. inhibition, % at 8.3 µM. FP displacement of FITC-Tn7 peptide from fibrin DD(E); 0% = median of compound wells per plate. P02675. AID 720508;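 active = inhibition above the mean of compounds falling within the control limits plus 3 SD of them, cut at about 14% in these data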;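 note: 0% = plate median of compound wells and 100% = 10 µM Aha-Tn7 peptide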
#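 Measure: % inhibition scaled between sample-field median and high-control FP; Test system: human fibrin DD(E); Quantity: 2 µM final DD(E) protein; Doses: one dose, 8.3 µM nominal; Schedule: compound with protein 10 min, then 3 h after probe, room temperature; Detection: fluorescence polarization; Medium: Tris buffer with calcium and detergent, pH 7.8.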
# ASAP1 GAP inh = blocks human ASAP1-stimulated Arf1 GTP hydrolysis. inhibition, % at 16.5 µM. Q9ULH1. GDP FP detection. 0.19% of 360,000 active; in the data active = inhibition above about 25%;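 note: 0% = vehicle with enzyme and substrate and 100% = no enzyme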
# Tn6 DDE FP = disrupts Tn6 cyclic peptide binding to fibrin D-Dimer-E complex; inhibition, % at 8.3 µM; Fibrin DD(E) TRITC-Tn6 fluorescence polarization displacement; 0.21% of 370,000 active; P02675;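 active = inhibition above a per-campaign cutoff: mean of compounds within control limits plus 3 SD, cut at about 15% in these data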;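 note: 0% = median of all compound wells on the plate and 100% = blocking peptide control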
# proKLK7 act = activators of human kallikrein-7 zymogen. P49862. purified proKLK7, EDANS-DABCYL substrate fluorescence; 100% is mature enzyme control, 0% vehicle. activation, % at 7 µM. 0.9% of 370,000 active. AID 652039;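 active = activation above the mean of all tested compounds plus 3 SD, computed per campaign excluding outliers beyond control limits, cut at about 13% in these data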
# Target sequence (P49862 whole entry, looked up): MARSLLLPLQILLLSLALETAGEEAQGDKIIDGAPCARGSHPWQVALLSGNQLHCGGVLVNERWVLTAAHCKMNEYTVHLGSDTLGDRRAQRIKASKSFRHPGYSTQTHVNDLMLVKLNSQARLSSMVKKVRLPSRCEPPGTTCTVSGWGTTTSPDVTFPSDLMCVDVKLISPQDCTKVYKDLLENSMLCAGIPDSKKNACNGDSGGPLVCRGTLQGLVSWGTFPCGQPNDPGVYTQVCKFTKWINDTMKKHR
# Starred values were filed as active, the others as inactive; · = not tested or not shown; & = joins results of further samples.
SMILES,ADAM17 inh,PLCg1 inh,PLCb3 inh,MBD2 DNA inh,ARFGAP1 inh,UHRF1 binding,DDE Tn7 FP inh,ASAP1 GAP inh,Tn6 DDE FP,proKLK7 act
CCN(CC)C(=O)CSC1=C(C#N)C(c2cccs2)C=C(C)N1 (configuration not stated),-3,-2,-3,-4,-6,-1,7,24,5,-7.3
O=C(C=Cc1ccccn1)c1ccccc1O,-14,-7,-15,3,-2,2,-6,-2,-1,3.3
CCC(=O)OCC(=O)Nc1ncc(C(F)(F)F)cc1Cl,-1,-5,-17,0,9,-1,-5,-20,6,-0.4
CC(=O)C1C(c2ccc(OC(F)F)cc2)NC(=O)NC1(O)C(F)(F)F (configuration not stated),1,2,6,-6,2,-1,-5,-7,3,0.5
COc1ccc(CC(=O)NCCN2CCCC2)cc1,-5,0,0,0,1,1,-3,-10,9,-0.3
O=S1(=O)CCN2N=C(C3CC3)SC2=N1,-1,-1,-1,2,-2,1,-1,-2,15,0.4
CC1(C)CC(=O)C2=C(C1)OC(N)=C(C#N)[C@@]21C(=O)N(CC(N)=O)c2ccccc21,-3,2,0,1,-8,0,-4,-16,0,0.2
Cn1cccc1C(=O)OCC(=O)NC(=O)c1ccc(Cl)cc1,-5,0,0,0,20,-1,1,-3,1,0.1
COc1ccc(NC(=O)CN(C)C(=O)COc2ccccc2Cc2ccccc2)cc1,3,-3,-2,2,3,-3,4,0,6,0.7
NS(=O)(=O)c1ccc(CCNC(=S)NC2CCCC2)cc1,0,2,3,1,6,0,1,2,8,-0.4
NS(=O)(=O)c1ccc(CNC(=O)c2ccc(NS(=O)(=O)c3cccs3)cc2)cc1,-7,4,-2,-3,-2,-2,-1,-3,-1,0.4
O=C(CCCCCNC(=S)Nc1ccccc1)C[N+](=O)[O-],2,4,5,-3,-4,-1,1,-2,-3,0.3
CCCn1c(SCC(=O)Nc2sc(C)c(C)c2C#N)nnc1C(C)C,-5,1,4,-4,9,-1,2,-3,2,0.4
CCC(C)Cn1c(O)cc2nn(-c3nc4ccccc4s3)c(=O)c-2c1C (configuration not stated),-2,-16,-34,4,1,3,-4,-12,-2,-0.6
Cc1cc(O)c(-c2cc(C(=O)Nc3ccc(S(=O)(=O)N4CCOCC4)cc3)[nH]n2)cc1C,2,2,1,5,9,-2,3,2,-10,0.1
CC(C)c1nnc(NC(=O)CCC(=O)Nc2ccc3cn[nH]c3c2)s1,-3,-3,-9,-3,2,4,2,-9,8,0.0
CCOc1ccc(Cc2nnc(SCC(=O)Nc3ccc(C(C)=O)cc3)[nH]c2=O)cc1,-2,-2,-9,3,3,1,4,12,5,-0.5
CCCCCC(=O)NC(=S)NC1C2CC3CC(C2)CC1C3 (configuration not stated),3,0,-9,-3,11,1,-7,7,-2,-1.1
CCOC(=O)C(C)NC(=O)CCc1nnc2ccc(N3CCCCC3)nn12 (configuration not stated),3,3,-6,2,0,1,-10,2,-5,-0.7
c1ccc2sc(-n3cc(C4CCCCC4)nn3)nc2c1,0,-1,-2,-2,-1,16,4,1,-4,-1.3

# Just PLCb3 inh, UHRF1 binding and MBD2 DNA inh, for some of the entries so far:
Compound | PLCb3 inh | UHRF1 binding | MBD2 DNA inh
CCCn1c(SCC(=O)Nc2sc(C)c(C)c2C#N)nnc1C(C)C | 4 | -1 | -4
CCC(C)Cn1c(O)cc2nn(-c3nc4ccccc4s3)c(=O)c-2c1C (configuration not stated) | -34 | 3 | 4
Cc1cc(O)c(-c2cc(C(=O)Nc3ccc(S(=O)(=O)N4CCOCC4)cc3)[nH]n2)cc1C | 1 | -2 | 5
CC(C)c1nnc(NC(=O)CCC(=O)Nc2ccc3cn[nH]c3c2)s1 | -9 | 4 | -3
CCOc1ccc(Cc2nnc(SCC(=O)Nc3ccc(C(C)=O)cc3)[nH]c2=O)cc1 | -9 | 1 | 3

# Remaining list, next part
SMILES,ADAM17 inh,PLCg1 inh,PLCb3 inh,MBD2 DNA inh,ARFGAP1 inh,UHRF1 binding,DDE Tn7 FP inh,ASAP1 GAP inh,Tn6 DDE FP,proKLK7 act
COc1ccc([C@@H]2C[C@H]3[C@@H](CN2S(=O)(=O)c2ccccc2)C(=O)C[C@@H](c2cccc4ccccc24)N3S(=O)(=O)c2ccc(C)cc2)cc1,1,0,1,4,-1,1,1,11,-6,-0.3
COc1cccc(NC2C=CS(=O)(=O)C2)c1 (configuration not stated),1,0,-2,0,2,1,-1,-11,0,0.0
O=C1c2ccccc2C(c2nnnn2-c2ccc3c(c2)OCCO3)N1Cc1cccc(F)c1 (configuration not stated),-3&1,-1&1,-1&0,1&-1,13&-8,0&-2,3&1,10&5,2&1,-0.6&-0.2
CCOP(=O)(c1ccc(N(C)C)cc1)C(O)c1ccccc1F (configuration not stated),-2,5,8,7,-2,-1,-8,3,-12,-0.3
COc1cc2c(cc1OC)C(c1ccco1)CC(=O)N2 (configuration not stated),-11,-5,-6,5,-9,0,-2,7,4,0.1
CC(c1nc2ccccc2c(=O)[nH]1)N(C)CCOc1ccc(Cl)cc1 (configuration not stated),-3,-1,-6,-1,-2,8,-2,-5,-3,0.4
COc1ccc(-n2nc(C(=O)NCC(=O)NCCC3=CCCCC3)c3ccccc3c2=O)cc1,-2,-37,-64,-1,-2,-3,-3,-3,-5,0.6
CCOC(=O)N1CCN(C(=O)CSCc2nc(-c3ccccc3C)oc2C)CC1,2,5,1,-4,6,-2,-5,6,0,0.5
O=C(Cn1cnc2ccccc2c1=O)NCC1COc2ccccc2O1 (configuration not stated),-4,-3,-5,-1,6,2,-6,5,9,0.1
COC(=O)C(C(=O)OC)c1ccc(NC(=O)c2cccc(Cl)c2)cc1,-1,0,-4,3,2,-2,3,-16,8,-0.5
Cc1cccc(NC(=O)CCS(=O)(=O)c2ccc(Cl)cc2)c1,-2,-1,2,0,-3,1,-4,7,1,-0.4
O=C(CSc1nnc(-c2ccccn2)n1-c1ccc(Cl)cc1)Nc1ccc2c(c1)OCO2,7,5,7,3,-10,4,1,10,-5,-0.6
O=C(O)c1cccc(Nc2ccncc2[N+](=O)[O-])c1,3,11*,6,-2,-2,3,0,5,2,-0.2
COc1ccccc1C(=O)N1CCN(Cc2nc3cc([N+](=O)[O-])ccc3n2C)CC1,-1,2,-1,-4,3,-1,-3,-2,-2,0.0
CN(CC(=O)Nc1ccc(S(=O)(=O)N2CCCC2)cc1)CC(=O)Nc1cccc(F)c1,4,4,3,-1,5,2,-1,-3,-2,0.0
ClC1(CNc2ccccc2)CCN(Cc2ccccc2)CC1,-6,2,-1,4,-3,0,3,6,-1,0.0
CCCCCCCC(=O)N/N=C/c1ccco1,-2,0,-1,-1,2,4,9,-1,-3,-0.5
O=C(Nc1cccc(Cl)c1)Nc1ccccc1C(=O)O,-11,-16,-28,4,-3,4,-1,-2,-14,-0.2
C=CCc1c(C)[nH]c2ccc(C)cc2c1=O,-6,-5,0,3,6,4,0,1,0,0.4
CCCCC(=O)NNC(=O)CC(=O)Nc1ccccc1C(=O)O,-5,-3,-9,0,1,2,1,8,-3,-0.2

# Whole records as entered above. Values in the order: ADAM17 inh | PLCg1 inh | PLCb3 inh | MBD2 DNA inh | ARFGAP1 inh | UHRF1 binding | DDE Tn7 FP inh | ASAP1 GAP inh | Tn6 DDE FP | proKLK7 act
# COc1ccc([C@@H]2C[C@H]3[C@@H](CN2S(=O)(=O)c2ccccc2)C(=O)C[C@@H](c2cccc4ccccc24)N3S(=O)(=O)c2ccc(C)cc2)cc1 in the list: 1 | 0 | 1 | 4 | -1 | 1 | 1 | 11 | -6 | -0.3
# O=C1c2ccccc2C(c2nnnn2-c2ccc3c(c2)OCCO3)N1Cc1cccc(F)c1 (configuration not stated) in the list: -3&1 | -1&1 | -1&0 | 1&-1 | 13&-8 | 0&-2 | 3&1 | 10&5 | 2&1 | -0.6&-0.2
# COc1ccccc1C(=O)N1CCN(Cc2nc3cc([N+](=O)[O-])ccc3n2C)CC1 in the list: -1 | 2 | -1 | -4 | 3 | -1 | -3 | -2 | -2 | 0.0

# Structures listed above marked active in PLCg1 inh.
SMILES,ADAM17 inh,PLCg1 inh,PLCb3 inh,MBD2 DNA inh,ARFGAP1 inh,UHRF1 binding,DDE Tn7 FP inh,ASAP1 GAP inh,Tn6 DDE FP,proKLK7 act
O=C(O)c1cccc(Nc2ccncc2[N+](=O)[O-])c1,3,11*,6,-2,-2,3,0,5,2,-0.2

# New compounds follow:
SMILES,ADAM17 inh,PLCg1 inh,PLCb3 inh,MBD2 DNA inh,ARFGAP1 inh,UHRF1 binding,DDE Tn7 FP inh,ASAP1 GAP inh,Tn6 DDE FP,proKLK7 act
CCC1(c2ccc(F)cc2)NC(=O)N(CC(=O)NC2CCCC(C)C2C)C1=O (configuration not stated),-6,1,0,3,8,-1,9,3,5,0.8
CCN(CC)c1ccc(S(=O)(=O)N2CCCCC2)cc1NC(=O)CSCc1c(C)noc1C,2,3,-6,-4,-7,-2,1,-10,-1,-0.1
COc1ccc(C(C)(C)C)cc1NC(=O)CCCN1C(=O)NC(C)(C)C1=O,3,2,-2,2,3,-2,2,-7,1,0.4
CN(C)Cc1c[nH]c2nc[nH]c(=O)c12,-8,-10,-15,4,3,-4,2,6,5,-1.9
Cc1cc(C)c(OCCNC(=O)c2ccccc2Sc2ccccc2C#N)c(C)c1,7,7,2,-1,11,-1,-2,7,-8,0.3
CCOc1ccccc1NC(=O)c1cc(S(=O)(=O)N2CCC3(CC2)OCCO3)ccc1F,-3,0,2,-2,9,-3,-6,3,-5,0.8
CCOC(=O)c1c(C)[nH]c(C2=NNC(=Nc3ccccc3OC)SC2)c1C,0,-12,-15,-2,15,-3,-7,4,-1,0.2
O=C(O)C1C2C=CC(C2)C1C(=O)NCCCn1ccnc1 (configuration not stated),-4,1,0,-2,-4,-2,4,-9,3,0.3
NC(N)=NS(=O)(=O)c1ccc(NC(=S)NC(=O)Cc2ccc(Cl)cc2)cc1,-3,-4,-9,-6,-2,4,2,2,4,-0.5
CC(C)C[C@@H]1COc2cc(Br)ccc2S(=O)(=O)N1Cc1cn(CCC2OCCCO2)nn1,-9,5,-6,-1,·,6,5,·,-2,-0.1
CCN(C(=O)c1cc(S(=O)(=O)N2CCCCC2)c[nH]1)c1ccc(OC)cc1,0,0,2,0,3,-1,7,10,10,0.2
O=C(CCNC(=O)c1ccccc1)OCC(=O)c1cccc(Cl)c1,5,5,-1,0,11,1,-6,2,-6,0.8
